# RNase H inhibition: RNase H inhibition, HIV 1 Gag Pol polyprotein, FRET biochemical assay, screening (AID 372) | HIV-1 RT RNase H, FRET RNA/DNA substrate fluorescence; higher % means a stronger effect | one-dose inhibition, % at 10 µM; IC50 in µM for titrated hits | 0.77% of 100,000 active; in the data active = inhibition above about 50%
# Starred values were filed as active, the others as inactive; & = joins results of further samples. These rows are one share of the data, so the mix of outcomes need not match the whole.
Structure,RNase H inhibition
COC(=O)Nc1ccc2c(c1)N(C(=O)C(C)N1CCCCC1)c1ccccc1CC2 (stereo unspecified),0%
CCOc1ccc(/C=C(/C#N)C(=O)Nc2ccc(O)cc2)cc1OCC,18%
COc1ccccc1NC(=O)CC1S/C(=N\N=C(/C)C(C)(C)C)NC1=O (stereo unspecified),11%
Cc1ccc(C(=O)c2ccc(N3CCCC3)c([N+](=O)[O-])c2)cc1C,19%
COc1ccc(CNC(=O)c2cc(Cl)ccc2Cl)cc1,12%
O=C(Nc1ccc(Br)cc1)c1ccccc1,5%
COc1cccc(C(=O)Nc2ccc3oc(-c4ccc(Cl)cc4Cl)nc3c2)c1,2%
O=C(Nc1ccc2oc(-c3ccc(F)cc3Cl)nc2c1)c1cc(Cl)ccc1Cl,18%
CC(/C=N/NC(=O)c1ccncc1)=C\c1ccccc1,6%
COc1cc(/C=C2/SC(=S)N(C)C2=O)ccc1OCCOc1ccc([N+](=O)[O-])cc1,12%

# Some values from the results shown:
# `COc1ccccc1NC(=O)CC1S/C(=N\N=C(/C)C(C)(C)C)NC1=O` (stereo unspecified) in RNase H inhibition has 11%
# `O=C(Nc1ccc(Br)cc1)c1ccccc1` in RNase H inhibition has 5%
# `CCOc1ccc(/C=C(/C#N)C(=O)Nc2ccc(O)cc2)cc1OCC` in RNase H inhibition has 18%
# `O=C(Nc1ccc2oc(-c3ccc(F)cc3Cl)nc2c1)c1cc(Cl)ccc1Cl` in RNase H inhibition has 18%
# `COc1cccc(C(=O)Nc2ccc3oc(-c4ccc(Cl)cc4Cl)nc3c2)c1` in RNase H inhibition has 2%

# Additional records
Structure,RNase H inhibition
C/C(=N/N=C(\C)C1C(=O)c2ccccc2C1=O)c1cccs1,9%
O=C(N/N=C/c1cccs1)C(=O)N1CCCC1,1%
Cc1ccc(S(=O)(=O)N(CC(=O)Nc2ccccc2Cl)c2ccccc2Cl)cc1,19%
O=C(N/N=C/c1ccc(/C=N/NC(=O)c2ccc(O)c(O)c2)cc1)c1ccc(O)c(O)c1,2.1µM*
Cc1ccc2ccccc2c1CSCC(=O)Nc1ccccc1,13%
Cc1[nH]c2ccccc2c1/C=N/NC(=O)COc1ccc(C(C)(C)CC(C)(C)C)cc1[N+](=O)[O-],31%
Nc1cccc(C(=O)/C=C/c2ccc(Cl)cc2Cl)c1,16%
COc1ccc(C)cc1N(CC(=O)Nc1c(C)n(C)n(-c2ccccc2)c1=O)S(C)(=O)=O,7%
CC(C)(C)c1ccc(C(=O)Nc2sc3c(c2C(N)=O)CCCCC3)cc1,7%
CCCCNc1cc(C)oc(=O)c1C(C)=O,0%

# The list goes on.
Structure,RNase H inhibition
COc1ccc(/C=N/Nc2cc(-c3ccccc3)nc(C)n2)cc1,8%
COCCCNC(=O)CN(c1cc(C)cc(C)c1)S(=O)(=O)c1ccc(OC)c(OC)c1,6%
Cc1ccc(CSc2nnc3c(n2)OC(c2cccc(C)n2)Nc2ccccc2-3)cc1 (stereo unspecified),1%
CCOC(=O)c1ccc(NC(=O)c2cc(Br)ccc2Cl)cc1,21%
C/C=C/c1ccc(OCCCOc2ccccc2C(C)=O)c(OC)c1,29%
Cc1ccc(OCCCNC(C)(C)C)c(C(C)(C)C)c1,62%*
COC(=O)c1cc(NC(=O)c2cccc3c(Br)cccc23)cc(C(=O)OC)c1,0%
CCCSc1nnc2c(n1)[nH]c1ccccc12,0%
COc1ccccc1NC(=O)C1=C(C)NC(=S)NC1c1ccc(F)cc1 (stereo unspecified),0%
CCOc1ccccc1/C=N/Nc1nnc(-c2ccccc2)c(=O)[nH]1,0%

# New compounds follow.
Structure,RNase H inhibition
COc1ccc(/C=C2/Sc3ccccc3C2=O)cc1Br,11%
O=C(N[C@@H]1CSC/C1=N\O)c1ccccc1,7%
O=C(CCNc1ccc([N+](=O)[O-])cc1)c1cccs1,13%
CCc1ccc(NC2=C(Cl)C(=O)N(c3ccc(C)cc3C)C2=O)cc1,10%
CCOC(=O)COc1ccc(C=C2C(=O)N(C)C(=O)N(C)C2=O)cc1OCC,0%
O=[N+]([O-])c1ccc(-[n+]2ccccc2)c([N+](=O)[O-])c1,11%
CCC1=NN2C(=N)/C(=C\c3ccc(N(CC)CC)cc3)C(=O)N=C2S1,8%
O=C1N=c2ccc(I)cc2=C1c1[nH]c(=S)[nH]c1O,46%
O=C(CSc1ccc(/C=N/NC(=O)c2ccncc2)o1)Nc1ccccc1,0%
CCc1ccc(NC(=O)COc2ccc(C)cc2C)cc1,10%

# Next results:
Structure,RNase H inhibition
O=C(O)/C=C\C(=O)Nc1ccc(Cl)c(NC(=O)Cc2ccccc2)c1,2%
Cc1ccc(-c2ncnn2-c2ccc(F)c([N+](=O)[O-])c2)cc1,9%
Cn1c(COc2ccc(Cl)cc2)n[nH]c1=S,15%
O=C1OC(c2ccc(NC(=O)C(F)(F)F)cc2)(c2ccc(NC(=O)C(F)(F)F)cc2)c2ccccc21,10%
Cc1cc(=O)[nH]c(SCc2ccc(Cl)cc2Cl)n1,7%
NC(=O)c1cccc(N=Cc2ccc(Br)s2)c1,10%
COC(=O)c1ccc(CSc2nc3ccccc3[nH]2)cc1,30%
c1ccc(-n2ncc3c(N4CCN(C5CCCCC5)CC4)ncnc32)cc1,14%
COc1ccc(NC(=O)CN(c2cccc(Cl)c2)S(=O)(=O)c2ccccc2)cc1Cl,17%
O=C1NC(=Nc2ccc(F)cc2)S/C1=C/c1ccc(Br)cc1,0%

# (listing goes on)
Structure,RNase H inhibition
O=C1c2ccccc2NC(c2cccc([N+](=O)[O-])c2)N1O (stereo unspecified),6%
COc1ccc(NC(=O)c2cc([N+](=O)[O-])ccc2Cl)cc1Cl,14%
CC(=Nc1ccccc1)C1=C(O)CSC1=O,7%
CC(C)C(=O)Nc1nc(-c2ccccc2)cs1,9%
COc1ccc(CC(=O)N2CCc3ccccc32)cc1,23%
CCC(C(=O)Nc1cc(OC)c(Cl)cc1OC)c1ccccc1 (stereo unspecified),0%
O=C1c2ccccc2C(=O)c2c1ccc1c(=O)n(C3CCCCC3)[nH]c21,4%
COc1ccc(NC(=O)CN(c2ccc(C)cc2)S(=O)(=O)c2ccc(SC)cc2)c(OC)c1,10%
O=C(N/N=C/c1ccc(/C=N/NC(=O)c2cccc([N+](=O)[O-])c2)cc1)c1cccc([N+](=O)[O-])c1,12%
CSc1nc2sc3c(c2c(=O)n1C)CC(C)(C)OC3,4%

# Other results.
Structure,RNase H inhibition
CC1=C(C(=O)OCC2CCCO2)C(c2ccccc2Br)C2=C(CCCC2=O)N1 (stereo unspecified),15%
COc1ccc(/C=C/C(=O)c2ccc(Cl)cc2)cc1[N+](=O)[O-],7%
C=CCn1c(C)c(C(C)=O)c(N2CCN(c3ccccc3)CC2)nc1=S,6%
CC(C)CNC(=O)C(=O)Nc1c(O)c2ccccc2[nH]c1=O,7%
COc1cccc(/C=N/NC(=O)C2CC(=O)N(c3ccc(C)cc3)C2)c1 (stereo unspecified),14%
COc1ccc(/C=C2\SC(=S)N(c3cccc(F)c3)C2=O)cc1O,7%
CCc1nnc(NC(=O)c2ccc(Cl)cc2Cl)s1,38%
CCOc1ccccc1NC(=O)CN(c1ccc(Cl)cc1)S(C)(=O)=O,7%
CCOC(=O)c1ccc(N=Nc2c(C)[nH]n(-c3ccc([N+](=O)[O-])cc3)c2=O)cc1,7%
CC1(C)Cc2c(sc3[nH]c(=S)n(Cc4ccccc4)c(=O)c23)CO1,9%&0%

# Other compounds.
Structure,RNase H inhibition
COC(=O)c1ccc(/C=N/NC(=O)c2ccccn2)cc1,15%
Nc1nnc(CSCc2ccc(Cl)cc2Cl)s1,12%
Cc1ccc2c(c1)c1c(n2C)C(C#N)CCC1 (stereo unspecified),4%
C/C(=N\NC(=O)c1cccc(F)c1)c1ccc(Br)s1,16%
CCOC(=O)c1c(NC(=O)COc2c(C)cc(C)cc2C)sc(C(=O)Nc2ccccc2)c1C,11%
O=S(=O)(Nc1ccccc1C(F)(F)F)c1ccc2c(c1)OCCO2,4%
Oc1c(C(Nc2ccccn2)c2ccc(F)cc2)ccc2cccnc12 (stereo unspecified),21%
CC1=NN(c2nc(-c3ccccc3)cc(-c3ccc(C)cc3)n2)C(=O)C1,35%
Cn1c(=S)[nH]c2ccccc2c1=O,4%
O=C1CC(c2ccccc2)CC(O)=C1C=NCc1ccc(F)cc1 (stereo unspecified),8%

# Next section
Structure,RNase H inhibition
CCOC(=O)C1=C(CC)NC2=C(C(=O)CCC2)C1c1ccc(-c2ccccc2)cc1 (stereo unspecified),6%
COC(=O)c1ccc(NS(=O)(=O)c2cccc3cccnc23)cc1,0%
C=CCn1c(SCC(=O)NCCO)nc2sc3c(c2c1=O)CCCC3,2%
O=C(N/N=C/c1ccncc1)c1sc2cc(Cl)ccc2c1Cl,4%
COc1cc(OC)cc(C(=O)N2CCN(Cc3cc(OC)ccc3OC)CC2)c1,3%
O=C(COc1ccc(Cl)cc1Br)N/N=C/c1cc2c(cc1[N+](=O)[O-])OCO2,12%
O=C(N/N=C/c1cc(I)c(O)c(I)c1)c1cccc(F)c1,0%
COc1ccccc1NC(=O)CCC1CCCC1,0%
CCOC(=O)c1c(-c2ccc(F)cc2)csc1NC(=O)/C(C#N)=C/c1ccc(N(C)C)cc1,4%
O=C(NCCCO)/C(=C\c1ccc([N+](=O)[O-])cc1)NC(=O)c1ccccc1,21%

# Molecules shown so far with a tert-butyl group (four):
Structure,RNase H inhibition
COc1ccccc1NC(=O)CC1S/C(=N\N=C(/C)C(C)(C)C)NC1=O (stereo unspecified),11%
Cc1[nH]c2ccccc2c1/C=N/NC(=O)COc1ccc(C(C)(C)CC(C)(C)C)cc1[N+](=O)[O-],31%
CC(C)(C)c1ccc(C(=O)Nc2sc3c(c2C(N)=O)CCCCC3)cc1,7%
Cc1ccc(OCCCNC(C)(C)C)c(C(C)(C)C)c1,62%*

# Further records follow:
Structure,RNase H inhibition
C/C=C/C=C(/NC(=O)c1ccccc1)C(=O)Nc1cccc(Br)c1,16%
CC(C)C1=CC23CCC4C(C)(C(=O)O)CCCC4(C)C2CC1C1C(=O)N(c2ccccc2)C(=O)C13 (stereo unspecified),14%
COc1cc(/C=N\n2cnnc2)ccc1OCCOCCOc1ccc(C)cc1,18%
CCOC(=O)C1=C(C)N=c2s/c(=C\c3ccc(OCc4cccc5ccccc45)cc3)c(=O)n2C1c1ccccc1Cl (stereo unspecified),0%
Cc1cc(N2C(=O)NC(=O)/C(=C\c3ccc(C(C)(C)C)cc3)C2=O)ccc1Br,0%
COC(=O)c1ccc(C(=O)Nc2cc(Cl)ccc2Cl)cc1NC(=O)c1cccnc1,0%
CCOc1cc(C(=O)Nc2ccc(OCc3ccccc3)cc2)cc(OCC)c1OCC,6%
COc1ccc(CCNC(=S)Nc2cccc(C(F)(F)F)c2)cc1OC,10%
Cc1ccc(C)c(N(CC(=O)Nc2ccc(C(C)C)cc2)S(=O)(=O)c2ccccc2)c1,12%
N#CC1=C(N)C(C#N)(C#N)C(c2cccc(Br)c2)C=C1C1CC1 (stereo unspecified),20%

# Further structures follow.
Structure,RNase H inhibition
COc1ccc(Nc2nc(-c3ccc(OC)c(OC)c3)cs2)cc1,13%
O=[N+]([O-])c1cccc([N+](=O)[O-])c1N1CCN(c2ccc(Cl)cc2)CC1,11%
Cc1ccc(S(=O)(=O)N(CC(=O)O)c2cccc(Br)c2)cc1,6%
CCN(CC)c1ccc(/C=N\N2CCN(Cc3ccc(C)cc3)CC2)c(O)c1,21%
CN(C)c1ccc(/C=C/C=C/c2cc[n+](CCCS(=O)(=O)[O-])cc2)cc1,8%
COc1ccc(NC(=S)NCc2cccnc2)cc1,5%
C/C(=N\O)c1oc2ccc3c(C)cc(=O)oc3c2c1-c1ccccc1,7%
CC(C)(C)C1(O)CC(c2ccccc2)=NO1 (stereo unspecified),0%
CCOc1cc(/C=C/C(=O)O)c(Br)cc1OC,8%
CCSc1nc2c(c(=O)n1C)C1(CCCCC1)Cc1ccccc1-2,23%

# Further structures follow:
Structure,RNase H inhibition
CCN(CC)CCCCOc1ccccc1[N+](=O)[O-],0%
CCCCOc1ccc(/C=C(\C#N)c2nc(-c3ccc(OCC)cc3)cs2)cc1,5%
O=[N+]([O-])c1ccc(N/N=C/c2cn[nH]c2-c2ccccc2)c([N+](=O)[O-])c1,37%
O=C(Nc1ccccc1)c1ccccc1N=Cc1cccc(O)c1,4%
Nc1cc(NCCCC(=O)O)ccc1[N+](=O)[O-],23%
Brc1ccc(NCc2ccncc2)cc1,0%
COc1ccc(NC(=O)N2CCOCC2)c(OC)c1,10%
O=C(NCC1CCCO1)c1ccc(F)c2ccccc12 (stereo unspecified),1%
O=C1N/C(=N/N=C/c2ccc(Cl)cc2)SC1Cc1cccc(Cl)c1 (stereo unspecified),1%
O=C(COc1cccc([N+](=O)[O-])c1)Nc1ccc(-c2nc3ccccc3c(=O)o2)cc1,14%

# Next part:
Structure,RNase H inhibition
O=C(O)CC1S/C(=N/N=C/c2ccc([N+](=O)[O-])cc2)N(c2ccc(O)cc2)C1=O (stereo unspecified),3%
COc1ccc(NC(=O)CN(c2ccc(C)cc2)S(=O)(=O)c2ccc(F)cc2)cc1OC,0%
Cc1cc(F)c(F)cc1C(=O)Nc1ccccc1F,3%
Cc1ccc(-c2nc(N/N=C/c3ccccc3O)c3ccccc3n2)cc1,20%
CCOC(=O)C1=C(C)N=C2SCCC(=O)N2C1c1ccccc1 (stereo unspecified),13%
O=S1(=O)NC(=NC2CCCC2)c2ccccc21,3%
COc1ccc(Cl)cc1C(=O)Nc1ccc2c3c(cccc13)CC2,27%
COc1ccc(-c2csc(Nc3ccc(C)c(Cl)c3)n2)cc1F,12%
Cc1[nH]n(-c2ccccc2)c(=O)c1N=Nc1ccc2ccccc2c1,2%
CCCCOC(=O)c1ccc(NC(=O)CSc2nc3ccccc3o2)cc1,20%

# New compounds follow:
Structure,RNase H inhibition
O=[N+]([O-])c1ccc(C=Nc2ccc3nc(-c4ccccc4)[nH]c3c2)cc1,14%
CCOC(=O)c1sc(NC(=O)C2COc3ccccc3O2)c(C(=O)OCC)c1C (stereo unspecified),10%
Clc1ccccc1-c1ccc(/C=N/Nc2nc(N3CCOCC3)nc(N3CCOCC3)n2)o1,7%
Oc1c(Cl)cc(Cl)cc1C=Nc1cccc(C(F)(F)F)c1,10%
COc1ccc(Cl)cc1C(=O)Nc1cc(-c2nc3ccccc3s2)ccc1C,12%
